Screening data as filed in PubChem BioAssay.
OX1R antag-1 – blocks the human orexin 1 receptor | CHO/OX1R cells, Fluo-8 calcium fluorescence, orexin A | inhibition, % at 5 µM | AID 434989 | hit rate 0.43% among 330,000 | O43613;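 active = inhibition above its plate's threshold, mean inhibition of all tested compounds on the plate plus 3 SD, cut at about 37% in these data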;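 also: 0% = orexin A challenge wells and 100% = SB-334867-A antagonist wells; not every result past the cut was called active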
Target sequence (O43613 whole entry, looked up): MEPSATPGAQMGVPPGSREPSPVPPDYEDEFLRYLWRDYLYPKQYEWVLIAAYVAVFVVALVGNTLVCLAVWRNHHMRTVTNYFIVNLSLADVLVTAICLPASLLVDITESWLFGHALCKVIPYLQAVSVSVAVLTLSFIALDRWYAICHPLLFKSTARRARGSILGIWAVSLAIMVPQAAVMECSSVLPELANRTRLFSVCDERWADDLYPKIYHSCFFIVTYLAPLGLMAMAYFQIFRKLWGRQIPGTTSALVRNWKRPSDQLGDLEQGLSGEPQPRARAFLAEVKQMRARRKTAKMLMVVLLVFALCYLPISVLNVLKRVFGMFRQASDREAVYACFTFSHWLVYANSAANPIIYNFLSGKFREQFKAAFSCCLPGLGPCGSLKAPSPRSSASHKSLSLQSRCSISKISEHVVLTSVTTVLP
CHT PAM – allosteric activators of human choline transporter CHT; hit rate 0.49% among 310,000; CHT-expressing cells, membrane potential dye, choline EC20; hits give high values; LV-AA mutant CHT in HEK293 cells; Q9GZV3; B-score at 10 µM;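 active = initial fluorescence not abnormally high and integrated response B-score, plate-corrected, over 3 SD above library mean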
Target sequence (Q9GZV3 whole entry, looked up): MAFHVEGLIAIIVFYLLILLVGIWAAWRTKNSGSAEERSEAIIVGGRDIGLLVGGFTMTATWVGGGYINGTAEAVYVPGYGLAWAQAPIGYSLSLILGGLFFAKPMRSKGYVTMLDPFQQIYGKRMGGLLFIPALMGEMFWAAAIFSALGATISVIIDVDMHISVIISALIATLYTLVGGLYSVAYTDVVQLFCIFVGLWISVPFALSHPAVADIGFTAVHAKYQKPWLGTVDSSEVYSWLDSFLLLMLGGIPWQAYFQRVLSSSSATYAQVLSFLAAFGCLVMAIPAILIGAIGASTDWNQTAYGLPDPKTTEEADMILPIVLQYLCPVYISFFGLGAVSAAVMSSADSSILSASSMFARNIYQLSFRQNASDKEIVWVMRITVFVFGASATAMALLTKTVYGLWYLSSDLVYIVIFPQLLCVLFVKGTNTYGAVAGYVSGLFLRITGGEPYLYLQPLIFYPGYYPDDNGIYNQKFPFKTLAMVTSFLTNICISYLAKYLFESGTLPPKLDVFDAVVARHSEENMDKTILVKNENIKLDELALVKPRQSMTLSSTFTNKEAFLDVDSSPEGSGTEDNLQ
OX1R antag-2 – OX1R (human) antagonism; O43613; inhibition, % at 6.6 µM; OX1R-expressing cells, FRET antagonist read-out; AID 485270; hit rate 1.8% among 330,000; in the data active = inhibition mostly above about 38%, no sharp cut-off; inactive = mostly below about 40%;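 also: 0% = agonist challenge alone and 100% = reference antagonist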
* marks the source's active call; other numbers are inactive results; i = inactive; / = not tested or not shown.

Fields: CHT PAM	OX1R antag-2	OX1R antag-1
1	COc1ccc(NC(=O)CSc2ncnc3c2sc2ccccc23)c(OC)c1
→ i	21	-24
2	O=C(CCC(=O)N(CC(=O)NC1CCCC1)c1cccc(F)c1)Nc1nccs1
→ i	18	-21
3	CCOC(=O)c1ccc(NC(=O)CCn2c(=O)oc3ccccc32)cc1
→ i	28	-2
4	CCCCC(=O)O[C@H]1CC[C@H]2[C@@H]3CCc4cc(O)ccc4[C@H]3CC[C@]12C
→ i	9	-21
5	COc1ccc(C2CC(=O)C3=C(C2)Nc2ccccc2N(C(=O)C2CC2)C3c2cccnc2)cc1OC (centres undefined)
→ i	1	-27
6	CCN(CC)C(=O)Cn1c(=O)n(CCCC(=O)NCc2ccccc2)c(=O)c2sccc21
→ i	9	-6
7	CN(C)S(=O)(=O)c1cccn1-c1ncc(C(F)(F)F)cc1Cl
→ i	20	-24
8	CC1COc2ccccc2N1S(=O)(=O)c1ccccc1 (centres undefined)
→ i	12	-38
9	C=CCn1c(SCC(=O)OC)nc2sc3c(c2c1=O)CCN(C)C3
→ 6.3*	28	-13
10	C[C@]12CC[C@@H]3c4ccc(O)cc4CC[C@H]3[C@@H]1CC[C@@H]2OC(=O)CCC(=O)O
→ i	11	-6
11	CC1=C(C(=O)N2CCCC(CCC(=O)NCc3ccccc3F)C2)OCCO1 (centres undefined)
→ i	14	-6
12	CC(C)(C)NC(=O)CCc1nnc(Cc2c[nH]c3ccccc23)o1
→ i	6	-6
13	Cc1noc(C)c1COC(=O)c1ccc(F)c(S(=O)(=O)N2CCCCC2)c1
→ i	5	-35
14	COc1ccc(NC(=O)C(c2cc3c(cc2[N+](=O)[O-])OCO3)N2CCN(C=O)CC2)cc1 (centres undefined)
→ i	37	-12
15	COc1cc(/C=N\NC(=O)c2ccc(Cn3nc([N+](=O)[O-])c(Cl)c3C)o2)ccc1O
→ i	17	-1
16	O=C1CCCN1CC1CCCN(Cc2nc(COc3ccccc3)no2)C1 (centres undefined)
→ i	5	-14
17	CCNc1nc(NCC)nc(N(C#N)CCOc2ccccc2)n1
→ i	13	-24
18	CCOc1ccc(-n2c(Cc3cc(=O)[nH]c(=O)[nH]3)nnc2SCC(=O)OC)cc1
→ i	6	-23
19	CC1CCN(C(=O)COC(=O)c2ccc([N+](=O)[O-])o2)CC1
→ /	42*	-5
20	CC(C)(C)Nc1ncnc2c1cnn2-c1ccccc1
→ i	16	-2
21	C=CC[C@H](CC(=O)N[C@H](CO)Cc1ccccc1)C(=O)N[C@@H](COC(=O)[C@@H](CC=C)CC(=O)OC(C)(C)C)Cc1c[nH]c2ccccc12
→ /	0	12
22	CN(CC(=O)Nc1ccc(S(=O)(=O)N(C)C)cc1)Cc1ccc(C(F)(F)F)cc1
→ i	21	-24
23	O[C@@H]1CN(Cc2ccccc2Cl)CC[C@H]1N1CCOCC1
→ i	8	0
24	NS(=O)(=O)c1ccc(CCNC(=O)c2ccco2)cc1
→ i	23	-12
25	CCCn1c(O)c(N=NC(=O)c2ccco2)c2ccccc21
→ i	36	-43
26	COc1ccc(-n2nnnc2-c2cccc(OC)c2)cc1
→ i	10	-7
27	COc1ccc(NC(=O)C2CCC(CNS(=O)(=O)c3cccs3)CC2)cc1OC (centres undefined)
→ i	15	-3
28	Cc1ccc(N=Nc2ccc(O)c(/C=N\NC(=O)c3ccc(N)cc3)c2)cc1C
→ i	20	-3
29	CCC(Cc1ccccc1)NC(=O)Cn1cccc1C(=O)c1ccccc1 (centres undefined)
→ i	18	-16
30	Cc1ccc(C)c(S(=O)(=O)NCC(c2ccco2)N2CCc3ccccc3C2)c1 (centres undefined)
→ i	22	-35
31	O=C(CSc1ncnc2c1nnn2Cc1ccc(F)cc1)NCC1CCCO1 (centres undefined)
→ i	27	-19
32	Cc1ccc(N(C(=O)c2sc(C)nc2C)C(C(=O)NCc2ccco2)c2ccccc2)cc1 (centres undefined)
→ i	16	-5
33	COC(=O)c1ccc(Oc2nc(N(C)C)nc(N3CCOCC3)n2)cc1
→ i	20	-21
34	O=[n+]1c2c(n([O-])c3c1CCCC3)CCCC2
→ i	20	-18
35	Cc1nnc(SC(C)C(=O)Nc2c(C)n(C)n(-c3ccccc3)c2=O)n1N (centres undefined)
→ i	18	-7
36	COc1ccc2[nH]c(C(=O)Nc3ccccc3Cl)cc2c1
→ i	5	-22
37	COc1ccc(C)cc1NC(=O)CCNS(=O)(=O)c1ccc2c(c1)CCC(=O)N2
→ i	7	-17
38	O=C(CSCc1ccccc1)N1CCN(C(=O)c2ccco2)CC1
→ i	24	0
39	COC(=O)c1ccc(CNC(=O)Cn2cnc(C(=O)Nc3ccc(C)c(C)c3)n2)cc1
→ /	5	-5
40	Cc1ccc2cc(C)c(N3CCC(C)CC3)nc2c1
→ i	22	-9
41	CC1(C)CC(=O)C(C2C3=C(CC(C)(C)CC3=O)Oc3ccc4ccccc4c32)C(=O)C1 (centres undefined)
→ i	31	-28
42	CSc1cccc(NS(=O)(=O)c2ccc3c(c2)oc(=O)n3C)c1
→ i	9	-8
43	CCOc1ccc(N)cc1OC
→ i	24	-18
44	COc1ccc(N2CC(C(=O)N[C@@H](C)C(=O)NCCc3ccccc3)CC2=O)cc1 (some centres undefined)
→ i	4	-2
45	c1ccc(Cn2c[n+](Cc3ccccc3)c3ccccc32)cc1
→ i	18	-21
46	CCN(CC)c1ccc(/C=C(\C#N)C(=O)NCc2ccco2)cc1
→ i	20	20
47	CCOC(=O)C(=O)/C(=C\N(C)C)c1onc(-c2ccccc2Cl)c1C(=O)OC
→ i	3	12
48	COc1ccc(S(=O)(=O)n2cnc(C)c2)cc1
→ i	7	-25
49	CC(C)n1nnnc1SCC(=O)NCc1ccc2c(c1)OCO2
→ i	8	4
50	CN(C(=O)CSc1nnc(-c2ccco2)n1Cc1ccccc1)C1CCS(=O)(=O)C1 (centres undefined)
→ /	13	11

Entries by screen from the entries so far:
OX1R antag-2, entries 46 to 49 → 20, 3, 7, 8
OX1R antag-1, entries 46 to 49 → 20, 12, -25, 4
CHT PAM, entries 46 to 49 → i, i, i, i

Additional entries follow.
Fields: CHT PAM	OX1R antag-2	OX1R antag-1
51	CCC(CC)NC(=O)/C=C/c1cccc([N+](=O)[O-])c1
→ i	1	10
52	COc1cc(-c2noc(C)c2C(=O)NCCCN2CCOCC2)cc(OC)c1OC
→ /	7	-15
53	Cc1cc(C)cc(NCC(=O)Nc2c(C)cccc2C)c1
→ i	12	-28
54	Cc1nc(-c2ccc(Cl)cc2)sc1C1(C)CC(c2ccccc2)=NO1 (centres undefined)
→ i	14	-33
55	CC1CCCN(c2oc(-c3cccc4ccccc34)nc2C#N)C1 (centres undefined)
→ i	15	-7
56	CC(=O)C1=C(C)NC(SCC(=O)c2ccc(Cl)cc2)=C(C#N)C1CC(C)C (centres undefined)
→ i	3	-24
57	O=C(Cn1c(=O)[nH]c2ccccc2c1=O)Nc1ccc2c(c1)OCCO2
→ i	6	-4
58	CCN1CCN(CCCNC(=O)c2cc3cc4ccc(OC)cc4nc3o2)CC1
→ i	104*	-30
59	Cn1c(N)c(S(=O)(=O)NCc2ccccc2Cl)c(=O)n(C)c1=O
→ i	22	-7
60	Cc1c(C)n(-c2ccccc2)c2ncnc(NCCN(C)C)c12
→ i	-6	-32
61	CCOC(=O)C1=NNC2C(=O)N(Cc3ccccc3)C(=O)C12 (centres undefined)
→ i	14	2
62	CN(C)c1ccc(-c2noc(-c3ccccc3O)n2)cc1
→ i	24	2
63	O=C(O)c1cc(=O)[nH]c2c(Cl)cccc12
→ i	-2	-5
64	O=C(Oc1ccccc1C(=O)N1CCOCC1)c1cccc(Br)c1
→ i	10	-4
65	O=C(CCc1nc2ccccc2c(=O)[nH]1)NNC(=O)c1ccc(Cl)cc1
→ i	18	-24
66	O=C(N/N=C/c1c[nH]c2ccccc12)c1cc(Cl)ccc1O
→ i	22	-6
67	Cc1onc(C(=O)N2CCN(C(c3ccccc3)c3ccccc3)CC2)c1[N+](=O)[O-]
→ i	8	-37
68	O=C(CCN1C(=O)NC2(CCCC2)C1=O)Nc1cccc(S(=O)(=O)N2CCOCC2)c1
→ /	-3	15
69	CCOC(=O)CNC(=O)COc1coc(CN2CCN(Cc3ccccc3)CC2)cc1=O
→ i	6	1
70	Cc1ccc(S(=O)(=O)NCc2csc(C)n2)c(C)c1
→ i	1	-12

Some of these compounds in order of the OX1R antag-2 value, falling.
no.	molecule	OX1R antag-2	OX1R antag-1
39	COC(=O)c1ccc(CNC(=O)Cn2cnc(C(=O)Nc3ccc(C)c(C)c3)n2)cc1	5	-5
5	COc1ccc(C2CC(=O)C3=C(C2)Nc2ccccc2N(C(=O)C2CC2)C3c2cccnc2)cc1OC (centres undefined)	1	-27
63	O=C(O)c1cc(=O)[nH]c2c(Cl)cccc12	-2	-5

Three records drawn at random from those above, as already listed:
Fields: CHT PAM	OX1R antag-2	OX1R antag-1
38	O=C(CSCc1ccccc1)N1CCN(C(=O)c2ccco2)CC1
→ i	24	0
35	Cc1nnc(SC(C)C(=O)Nc2c(C)n(C)n(-c3ccccc3)c2=O)n1N (centres undefined)
→ i	18	-7
54	Cc1nc(-c2ccc(Cl)cc2)sc1C1(C)CC(c2ccccc2)=NO1 (centres undefined)
→ i	14	-33

(next part)
Fields: CHT PAM	OX1R antag-2	OX1R antag-1
71	COCCCNC(=O)c1c(NC(=O)C2COc3ccccc3O2)sc2c1CCCC2 (centres undefined)
→ i	12	-40
72	CCOC(=O)C1CCCN(c2c(NCCC(C)C)c(=O)c2=O)C1 (centres undefined)
→ i	14	-8
73	Cc1ccc([N+](=O)[O-])cc1Nc1nc(N2CCOCC2)nc(N2CCOCC2)n1
→ i	13	-17
74	COc1ccc(-c2nc(N)ncc2-c2ccccc2OC)c(O)c1
→ i	8	-24
75	CC(Sc1n[nH]c(=O)[nH]c1=O)C(=O)OCc1ccccc1 (centres undefined)
→ i	26	-3
76	CCOc1ccc(-c2cnc3n2CCC3)cc1
→ i	11	-4
77	COCCn1c(C)cc(O)c(C(=O)Nc2cccc(Cl)c2)c1=O
→ i	-2	-25
78	CCOC(=O)C1=NOC(Cn2cc(C(C)=O)c(=O)[nH]c2=O)C1 (centres undefined)
→ i	5	-2
79	O=C(O)c1cc(S(=O)(=O)Nc2ccccc2C(=O)O)ccc1O
→ i	8	-6
80	CCN(CC)S(=O)(=O)c1cccc(C(=O)N[C@H](C(=O)OCC(=O)NC(=O)NC)C(C)C)c1
→ i	15	5

Molecules from the list above containing a tert-butyl group:
Fields: CHT PAM	OX1R antag-2	OX1R antag-1
12	CC(C)(C)NC(=O)CCc1nnc(Cc2c[nH]c3ccccc23)o1
→ i	6	-6
20	CC(C)(C)Nc1ncnc2c1cnn2-c1ccccc1
→ i	16	-2
21	C=CC[C@H](CC(=O)N[C@H](CO)Cc1ccccc1)C(=O)N[C@@H](COC(=O)[C@@H](CC=C)CC(=O)OC(C)(C)C)Cc1c[nH]c2ccccc12
→ /	0	12

Further structures follow:
Fields: CHT PAM	OX1R antag-2	OX1R antag-1
81	CCCC(C(=O)Nc1ccc(S(=O)(=O)N2CCOCC2)cc1)c1ccccc1 (centres undefined)
→ /	5	28
82	CCOc1ccccc1OCC(=O)Nc1cc2c(cc1C(=O)O)OCCCO2
→ i	17	7
83	Cc1cc(C(F)(F)F)nn1CC(=O)NCC1CCCO1 (centres undefined)
→ i	5	-13
84	COc1ccc(-c2nc3ccccc3c(=O)n2CCN2CCOCC2)cc1
→ i	3	-1
85	CCOC(=O)CNNC(=O)Nc1ccc(Cl)c(Cl)c1
→ i	9	6
86	Cc1ccccc1-c1nc(CN2CCC(C(=O)NCc3cccnc3)CC2)c(C)o1
→ i	10	-25
87	O=C1NC[C@H](c2ccccc2)N(CCC23CC4CC(CC(C4)C2)C3)C1=O
→ i	-1	-10
88	S=C(NCc1cccnc1)Nc1ccc(Oc2ccccc2)cc1
→ i	18	-9
89	Cc1ccc(Nc2nnns2)cc1C
→ i	12	-14
90	Cc1onc(-c2c(Cl)cccc2Cl)c1C(=O)NC1CCCCC1
→ i	16	-17
91	O=C(O)C1CCCN1C1=NS(=O)(=O)c2ccccc21 (centres undefined)
→ i	3	3
92	COCCN=C1Sc2nc3cc(C)c(C)cc3cc2CN1Cc1cccs1
→ i	15	-22
93	Cc1ccc(S(=O)(=O)NC(=O)Nc2ccc(N(C)C)cc2)cc1
→ i	51*	-16
94	COc1ccc(C(=O)Nn2c(SCc3cccc([N+](=O)[O-])c3)nc3ccccc3c2=O)cc1
→ i	13	16
95	COc1ccc(Cl)cc1N(CC(=O)N1CCC(C)CC1)S(C)(=O)=O
→ i	5	-3
96	CCN(CC)CCn1c(NCc2ccco2)nc2ccccc21
→ i	10	-18
97	CCOC(=O)CN(c1ccccc1)S(=O)(=O)c1ccc(F)cc1
→ i	6	-5
98	C#CCOCCOCCOCCNc1nc(N2CCN(C(=O)[C@H](CCCN=C(N)N)n3cc(C(N)[C@@H](C)CC)nn3)CC2)nc(N2CCN(C(=O)[C@H](CC(N)=O)n3cc([C@@H](N)CC(N)=O)nn3)CC2)n1 (some centres undefined)
→ /	4	-5
99	O=C(Nc1cc(S(=O)(=O)N2CCOCC2)ccc1N1CCCCC1)c1ccc(Cl)cc1
→ /	3	-11
100	O=C(NCc1cccs1)Nc1cccc(Cl)c1
→ i	25	-10
101	CN(C)CC(C)(C)CNC(=S)NCc1ccc2c(c1)OCO2
→ i	10	-5
102	COc1cc(C2C3=C(CC(C)(C)CC3=O)Nc3ccccc3N2C(C)=O)cc(OC)c1OC (centres undefined)
→ i	-1	-17
103	O=C(c1cccc(S(=O)(=O)N2CCOCC2)c1)N1CCN(S(=O)(=O)c2cccs2)CC1
→ i	17	-16
104	CCN1C(=O)N[C@@H](c2ccco2)C(C(C)=O)=C1C
→ i	14	-15
105	Cc1c(C(=O)NCc2ccccc2)oc2c1C(=O)CCC2
→ i	-5	-26

Rows are unselected; 2.5% or so of the library scored in one or more.
